# USP1 inh: inhibitors of human USP1/UAF1 deubiquitinase; recombinant USP1/UAF1, Ub-Rhodamine cleavage fluorescence; Potency, µM (top dose mostly 57.1 µM), for inactives: at the top dose activity change, negative = inhibition, most hits filed as inhibitors; hit rate 0.23% among 390,000; AID 743255; also: potency is read from the fitted curve at half-maximal effect; % is scaled to controls: 0 for no effect and ±100 for the full control effect; nearly all actives have a fitted effect of over 60% in size; inactives centre near -12
#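 USP1/UAF1 complex (1 nM) preincubated 15 min at room temperature with compound, then Ub-Rho substrate (150 nM final) added. Kinetic fluorescence at 480/540 nm over 6 reads at 60 s intervals; 50 mM HEPES pH 7.8, 0.5 mM EDTA, 0.1 mg/ml BSA, 1 mM TCEP, 0.01% Tween-20.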
# RXFP1 agonist: activates the human relaxin receptor RXFP1. AID 2676. hit rate 0.3% among 370,000. Potency, µM (doses to about 57.5 µM), without a hit: top-dose activation, hits mostly activators. HEK293T-RXFP1 cAMP TR-FRET, 30 min; response scale: percent of porcine relaxin response, buffer zero; also: potency is read from the fitted curve at half-maximal effect; % is scaled to controls: 0 for no effect and ±100 for the full control effect; nearly all actives have a fitted effect of over 60% in size; many of its hits are not listed in these tables
#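 HEK293T cells stably expressing RXFP1 were pretreated with the PDE4 inhibitor Ro 20174, exposed to compounds for 30 min at 37C, lysed, and cAMP was read by TR-FRET. Data normalized to buffer (basal) and 29 nM porcine relaxin (100%).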
# PI4K2A inh: inhibitors of human PI4K2A; Q9BTU6; activity change, negative = inhibition, % at 76.9 µM; hit rate 0.13% among 420,000; purified PI4K2A, ADP-Glo luminescence, 1 h; stronger effect = lower value; in the data active = activity change below about -50%; inconclusive = mostly about -30% to -49%;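 also: -100% = wells without enzyme as full effect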
#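 PI4K2A activity was measured by ADP-Glo luminescence: enzyme (4 ug/mL stock) and phosphatidylinositol (1.2 mM stock) in Tris pH 7.5/MgCl2/EGTA/Triton X-100 buffer were reacted with ATP (300 microM stock) for one hour at ambient temperature.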
# TrxR1 substrate: substrates of rat thioredoxin reductase 1. hit rate 0.01% among 390,000. O89049. purified TrxR1 substrate turnover, NADPH consumption readout. Potency, µM (top dose mostly 114 µM), for the others: at the top dose activity change, negative = substrate turnover. AID 588456; also: potency is read from the fitted curve at half-maximal effect; % is scaled to controls: 0 for no effect and ±100 for the full control effect; nearly all actives have a fitted effect of over 50% in size
#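 Rat TrxR1, dispensed at 90 nM, was prereduced with 400 uM NADPH (final) for 5 min at ~22 deg C, then incubated with compound 15 min before 400 uM selenite. A first-read NADPH fluorescence drop versus no-compound background flagged substrates.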
# Vif-A3G inh: Vif-A3G binding inhibition. HeLa A3G-eYFP + Vif (tagged APOBEC3G with the HIV-1 protein that degrades it), YFP fluorescence, overnight. hit rate 0.076% among 410,000. Potency, µM (highest dose often 46.1 µM), without a hit: at the highest dose activity, negative = active, most hits filed as inhibitors;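 also: potency is read from the fitted curve at half-maximal effect; % is scaled to controls: 0 for no effect and ±100 for the full control effect; nearly all actives have a fitted effect of over 60% in size; hits raise eYFP signal because A3G escapes Vif-driven loss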
# Target sequence (Q9HC16 whole entry, looked up): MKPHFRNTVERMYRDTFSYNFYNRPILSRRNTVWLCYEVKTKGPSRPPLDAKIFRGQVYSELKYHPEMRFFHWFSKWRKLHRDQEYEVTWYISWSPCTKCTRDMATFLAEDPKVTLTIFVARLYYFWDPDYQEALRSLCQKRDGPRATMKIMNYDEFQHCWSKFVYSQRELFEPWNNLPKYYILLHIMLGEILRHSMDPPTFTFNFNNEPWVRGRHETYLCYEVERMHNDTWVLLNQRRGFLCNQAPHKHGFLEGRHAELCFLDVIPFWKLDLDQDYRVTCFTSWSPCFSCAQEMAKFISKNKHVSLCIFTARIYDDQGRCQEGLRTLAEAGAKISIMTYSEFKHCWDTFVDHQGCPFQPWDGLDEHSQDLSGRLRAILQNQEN
#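 Read-out is eYFP fluorescence (Ex 488/Em 500-530) from Vif-expressing HeLa A3G-eYFP cells; more signal means A3G escaped Vif-mediated degradation. Cells plated overnight, compound pinned in, incubated overnight at 37 deg C.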
# GRP78 ERSR act: ER stress response induction in glioma. U87-MG GRP78 promoter luciferase reporter, 16 h. hit rate 0.02% among 420,000. Potency, µM, without a hit: at the top dose activation, actives largely listed as activators; also: potency is read from the fitted curve at half-maximal effect; series mostly up to about 76 µM; % of control where 0% means no effect; nearly all actives have a fitted effect of over 35% in size
#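 Stably transfected U87-MG human glioma cells carrying a GRP78-based luminescent sensor were seeded at 1000 cells/well, pin-dosed with compounds and incubated 16 h. Luciferase reagent was then added, and end-point luminescence was read after 10 min at room temperature.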
# LDHA inh: inhibitors of human lactate dehydrogenase A | hit rate 0.15% among 480,000 | P00338 | activity change, % (values are at about 110 or 230 µM) | purified LDHA, NADH/diaphorase-resazurin fluorescence; stronger effect = lower value; in the data active = activity change below about -30%; inconclusive = mostly about -25% to -30%;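 also: plate controls were DMSO wells for no effect and wells without enzyme for full effect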
#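 Human LDH5 at 2 nM final in Tris HCl pH 7.4 with 0.06 mM NADH and 0.2 mM pyruvate, reacted 5 minutes at room temperature. Remaining NADH coupled via diaphorase/resazurin; resorufin fluorescence read at 0 and 20 minutes, normalized to enzyme-free and DMSO wells.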
# mIDH1 inhibitor: inhibitors of human mutant IDH1 R132H; IDH1-R132H enzyme, NADPH consumption, diaphorase/resazurin fluorescence; Potency, µM (doses to about 76.6 µM), for the others: at the top dose activity change, negative = inhibition, hits mostly inhibitors; hit rate 0.093% among 390,000; also: potency is read from the fitted curve at half-maximal effect; % is scaled to controls: 0 for no effect and ±100 for the full control effect; nearly all actives have a fitted effect of over 65% in size
# Target sequence (O75874 whole entry R132H, stated change not applied): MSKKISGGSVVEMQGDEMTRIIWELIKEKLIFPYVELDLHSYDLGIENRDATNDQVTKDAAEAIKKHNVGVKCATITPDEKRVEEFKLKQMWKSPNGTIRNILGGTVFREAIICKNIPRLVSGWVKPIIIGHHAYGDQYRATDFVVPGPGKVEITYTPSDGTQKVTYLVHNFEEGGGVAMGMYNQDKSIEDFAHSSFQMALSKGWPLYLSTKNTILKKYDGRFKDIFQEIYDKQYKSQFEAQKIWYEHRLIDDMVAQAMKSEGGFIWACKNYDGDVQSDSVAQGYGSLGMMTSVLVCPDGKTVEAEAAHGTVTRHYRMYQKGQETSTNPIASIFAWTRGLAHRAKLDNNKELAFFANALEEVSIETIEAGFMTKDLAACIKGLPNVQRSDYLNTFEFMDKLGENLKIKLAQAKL
#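 IDH1-R132H (0.5 ug/mL) preincubated 30 min with compound, then NADPH (0.016 mM) and alpha-KG (2 mM) added; 80 min at RT, pH 7.5. Remaining NADPH coupled via diaphorase/resazurin to fluorescence (540/590 nm); concentration-response curves normalized to no-enzyme control.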
# Vif-A3F inh: inhibitors of Vif-A3F interaction; HeLa A3F-eYFP + Vif (tagged APOBEC3F with the HIV-1 protein that degrades it), YFP fluorescence increase; Potency, µM (titrated, usually from 46.1 µM), inactives show top-dose activity, negative = active; hit rate 0.2% among 390,000; AID 602313; also: potency is read from the fitted curve at half-maximal effect; % of control where 0% means no effect; nearly all actives have a fitted effect of over 65% in size
#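 HeLa cells stably expressing A3F-eYFP plus Vif, plated and incubated overnight at 37 deg C, then exposed to compounds overnight at 37 deg C. Blocked degradation read as raised yellow fluorescence (Ex 488/Em 500-530).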
# * hit, by the source's call; ? = inconclusive; . = no result given; & = joins results of further samples; [ ] = another dose, or the depositor's remark. Unless noted, calls follow the shape of the dose curve; as a rule, active = well fitted curve in the direction sought with a large enough effect; inconclusive = small, poorly fitted or top-dose-only effect, or another doubt; inactive = no such curve, though single readings can be large; an effect the other way counts as inactive or inconclusive.
molecule	USP1 inh	RXFP1 agonist	PI4K2A inh	TrxR1 substrate	Vif-A3G inh	GRP78 ERSR act	LDHA inh	mIDH1 inhibitor	Vif-A3F inh
CNC(=O)Oc1cccc(-c2cn3cc(Cl)ccc3n2)c1	-3.9%	5.3%	?	28.1%	2.3%	-12.4%	-9.4	28.7%	-5.3%
COc1ccc2[nH]cc(CCNCc3cccnc3)c2c1	-6.2%	-3.2%	-4.6	4.7%	-2.6%	-1.5%	2.2	2.2%	6.5%
O=C(Nc1ccc(Cl)cc1C(=O)c1ccccc1)c1cc(Cl)cc(Cl)c1	-1.7%	2.8%	0.7	3.8%	-1.2%	-3.8%	-1.8	-0.9%	0.4%
S=P(NC1CCCCC1)(N1CC1)N1CC1	-4.8%	-2.5%	-1.7	-2.1%	2.3%	-4.2%	-3.0	-0.2%	-4.1%
C[C@]12CC[C@H](O)CC1=C([N+](=O)[O-])CC1C2CC[C@@]2(C)C1CC[C@@H]2O (some centres not stated)	-5.5%	.	3.4	6.6%[57.1 µM]	1.1%	-1.3%	-0.3	3.0%	-5.2%
COC(=O)C1CN(C#N)N(c2ccc(Cl)cc2)C12c1ccccc1-c1ccccc12 (configuration not stated)	-26.2%	-0.4%	4.6	4.7%[57.1 µM]	?	-18.1%	-3.6	-10.8%	-4.2%
CCCNC(=O)c1c(N)n(Cc2ccc3c(c2)OCO3)c2nc3ccccc3nc12	-4.5%	4.4%	-3.4	20.0%	-0.7%	-5.7%	-5.2	3.3%	-6.7%
CN=C1CN=C(c2ccc[nH]2)c2cc(Cl)ccc2N1	.	.	-7.7	-8.8%	1.9%	-2.3%	-5.6	.	.
COc1ccc2c3c1OC1C(O)C=CC4[C@@H](C2)N(C)CC[C@]314 (some centres not stated)	-16.9%	.	-3.6	5.6%	2.9%	-3.9%&-4.3%	-1.6	7.5%	0.2%
COc1cc(C2c3cc4c(c(O)c3CC3COC(=O)C32)OCO4)cc(OC)c1OC (configuration not stated)	-12.3%	.	-2.4	5.5%[11.4 µM]	-41.2%&-40.6%	-1.0%&-2.9%&-4.1%	-4.0&4.8	1.6%	-12.5%
Cc1ccc(OP(=O)(Nc2cccc(C)c2)Oc2ccc(C)cc2)cc1	-20.2%	2.2%	4.0	-2.1%	-0.5%	-7.2%	-3.3	10.4%	-27.2%
CC(=O)Nc1ccccc1C(=O)OCC(=O)c1cccc2ccccc12	-13.3%	6.2%	5.6	-11.9%	-4.0%	-0.7%	-7.7	0.0%	-1.0%
Cc1cc(OCC(=O)N2CCN(CCc3ccncc3)CC2)cc(C)c1Cl	-27.3%	0.9%	7.5	-0.5%	-3.3%	-0.5%	-1.2	7.1%	1.0%
Cc1c(CC(=O)N2C[C@H]3C[C@@H](C2)c2cccc(=O)n2C3)c(=O)oc2cc(O)c(Cl)cc12	-0.8%	?	4.0	.	-2.0%	-0.1%	-1.9	-20.5%	8.2%
COC(=O)C1=C(c2ccc3ccccc3c2)C[C@@H]2CC[C@H]1N2C(=O)NCCNC(C)=O	-28.6%	-2.8%	-3.1	9.3%[57.1 µM]	1.1%	-3.7%	5.6	-1.5%	4.3%
CCCC1=Nc2cc(C(=O)NC3CCC(C)CC3)ccc2Sc2ccccc21 (configuration not stated)	?	-1.7%	-1.6	-6.8%	?	-4.1%	-0.3	7.1%	-8.1%
COc1cc2c(cc1O)C[C@H]1NCCc3cc4c(c-2c31)OCO4	?	3.8%	-13.4	35.9%	7.9%	?	15.9	-0.2%[38.3 µM]	-0.8%
O=C1CC(=O)N(c2ccccc2F)C(=O)N1	-3.5%	4.5%	-6.1	0.0%	0.2%	-2.7%	-8.2	1.7%	1.1%
S=C(NCCc1ccccc1)N1Cc2cc(-c3ccccc3)ccc2-n2nncc2C1	.	.	0.9	.	-5.5%	-4.4%	-6.0	.	.
CCOC(=O)CNC(=O)CNC(=O)C(Cc1ccc(N(CCCl)CCCl)cc1)NC(C)=O (configuration not stated)	-19.3%	0.4%	-13.3	2.9%	3.6%	-1.1%	1.6	0.0%	-5.2%
O=c1[nH]c(=S)[nH]c(O)c1N=Nc1cc(S(=O)(=O)Nc2ccc(Cl)cc2)ccc1Cl	-21.5%	1.2%	3.3	-10.8%	-0.3%	-3.6%	-5.5	13.1%	-4.6%
Cc1ccc(-n2c(/C=C/c3ccccc3)nc3ccccc3c2=O)cc1C	-3.8%	2.9%	-3.3	5.7%[57.1 µM]	-5.8%	-2.1%	3.6	-13.2%	1.6%
O=c1[nH]c(=O)n(Cc2ccccc2Cl)c(O)c1C=Nc1ccc(F)cc1	-11.7%	11.3%	-2.4	5.7%	0.9%	-3.5%	-8.7	-1.8%	-8.2%
CC(=O)C1(c2ccccc2)CCNCC1	-6.3%	-0.2%	4.5	7.4%	-1.7%	-4.4%	0.7	6.5%	-14.2%
CCC(C)n1c(O)c(C(c2ccccn2)c2c(O)n(C(C)CC)c(=S)[nH]c2=O)c(=O)[nH]c1=S (configuration not stated)	-13.5%	24.6%	-8.9	1.3%	1.1%	-1.2%	1.5	0.2%	4.4%

# Shown with two lines to a compound: entries from further up
# Results follow in this order: USP1 inh | RXFP1 agonist | PI4K2A inh | TrxR1 substrate | Vif-A3G inh | GRP78 ERSR act | LDHA inh | mIDH1 inhibitor | Vif-A3F inh
CCOC(=O)CNC(=O)CNC(=O)C(Cc1ccc(N(CCCl)CCCl)cc1)NC(C)=O (configuration not stated)
    -19.3% | 0.4% | -13.3 | 2.9% | 3.6% | -1.1% | 1.6 | 0.0% | -5.2%
O=c1[nH]c(=S)[nH]c(O)c1N=Nc1cc(S(=O)(=O)Nc2ccc(Cl)cc2)ccc1Cl
    -21.5% | 1.2% | 3.3 | -10.8% | -0.3% | -3.6% | -5.5 | 13.1% | -4.6%

# Next part
molecule	USP1 inh	RXFP1 agonist	PI4K2A inh	TrxR1 substrate	Vif-A3G inh	GRP78 ERSR act	LDHA inh	mIDH1 inhibitor	Vif-A3F inh
CCN(CC)P(=O)(Oc1ccccc1)Oc1ccccc1	-1.9%	-0.8%	0.3	-9.2%	0.9%	0.1%	-7.2	-4.1%	3.4%
C[C@H]1CCC/C=C/[C@@H]2C[C@H](O)C[C@H]2[C@H](O)/C=C/C(=O)O1	?	-0.3%&-1.1%	-1.2&1.6	12.5%&-3.0%	-7.5%&-11.9%	10.2%&7.5%&14.7%	-13.6&-1.0	28.0%&1.4%	-0.7%&-2.3%
CC1N(O)C2CCCCCC2N1O (configuration not stated)	-13.9%	-0.7%	-1.6	6.3%[57.1 µM]	0.7%	-1.8%	-3.8	5.8%	-4.0%
C[C@H](NC(=O)N1C[C@H]2C[C@@H](C1)c1cccc(=O)n1C2)C(=O)Nc1ccc(F)c(F)c1	-12.4%	-0.2%	-7.7	4.5%	1.4%	-1.3%	3.3	9.2%	-5.3%
O=c1[nH]c(=S)n(-c2ccc(Cl)cc2)c(O)c1C=Nc1ccc(N2CCOCC2)cc1	?	2.4%	0.2	-11.1%	-3.9%	-0.2%	4.7	4.4%	-2.0%
CCC(c1nnnn1-c1ccc2c(c1)OCCO2)N1CCC2(CC1)C(=O)NCN2c1ccccc1 (configuration not stated)	.	.	0.8	.	-3.2%	-4.0%	-9.7	.	.
CN1C[C@H](CO)C=C2c3cccc4[nH]cc(c34)C[C@H]21	?	-0.8%	?	286.4%[activator]	3.4%	-1.6%	10.7	9.1%	-5.7%
CN1CCN(c2cc(N3CCNCC3)ccc2[N+](=O)[O-])CC1	-6.2%	-5.1%	-2.7	2.0%	2.0%	-4.0%	-4.3	2.1%	-4.7%
CCCCCn1c(=O)c(C(=O)Nc2cnccn2)c(O)c2ccccc21	?	0.6%	11.8	2.3%[57.1 µM]	-4.9%	-2.5%	-2.6	-3.7%	0.9%
CC(C)(C)c1cc([N+](=O)[O-])cc(C(C)(C)C)c1O	-21.2%	-1.6%	0.3	-17.5%	3.9%	-0.8%	1.6	1.1%	-2.2%
COC(=O)c1ccc(N2CCN(C)CC2)c([N+](=O)[O-])c1	-17.1%	0.0%	-0.5	5.9%[57.1 µM]	1.6%	-1.7%	-8.8	-0.9%	-4.7%
COc1ccc(/C=C2\C(=O)NC(=O)N(Cc3ccccc3)C2=O)c(OC)c1OC	-15.3%	-1.2%	-14.3	2.5%	-1.2%	0.7%	-4.5	8.4%	-8.5%
CCCC/C(=N\O)c1c[nH]c2ccccc12	?	-0.1%	-2.4	9.7%	1.4%	-1.3%	-9.1	16.2%	-2.0%
COc1cc([C@@H]2c3cc4c(cc3[C@H](OC(C)=O)[C@H]3COC(=O)[C@H]23)OCO4)cc(OC)c1OC	.	.	.	2.7%	-47.6%	-0.8%	3.6	.	.
CCc1ccc(OCC(=O)N2CCN(Cc3ccc4c(c3)OCO4)CC2)cc1	-4.8%	0.2%	-2.6	6.7%[57.1 µM]	0.3%	-2.5%	-2.6	7.5%	8.5%
COC(=O)C1=C(c2cc3ccccc3o2)C[C@@H]2CC[C@H]1N2C(=O)N1CCC(O)CC1	-2.3%	.	-1.4	3.9%[57.1 µM]	3.7%	-4.4%	-3.1	-8.5%	0.4%

# Screening results as filed in PubChem.

# Some of the compounds tested; rates above refer to the full screens.
